Source: PubChem BioAssay (several laboratories)
MC4R barr agon – human MC4R agonism via beta-arrestin | P32245 | activation, % at 8.9 µM | U2OS MC4R beta-arrestin complementation, luminescence; percent of melanotan II response, DMSO zero | 360,000 compounds, 0.98% hits;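 active means activation above a per-plate cutoff, the mean activation of sample wells on that plate plus 3 SD, cut at about 8% in these data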
Target sequence (P32245 whole entry, looked up): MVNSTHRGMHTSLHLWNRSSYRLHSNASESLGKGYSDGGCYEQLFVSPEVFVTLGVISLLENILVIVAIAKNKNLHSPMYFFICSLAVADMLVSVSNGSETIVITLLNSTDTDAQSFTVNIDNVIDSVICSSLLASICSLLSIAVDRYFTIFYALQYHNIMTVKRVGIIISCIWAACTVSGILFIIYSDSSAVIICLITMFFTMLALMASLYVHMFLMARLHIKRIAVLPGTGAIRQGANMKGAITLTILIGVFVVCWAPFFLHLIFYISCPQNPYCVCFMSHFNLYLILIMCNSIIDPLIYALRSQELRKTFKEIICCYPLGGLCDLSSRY
LMP1 NFkB inh – reduces LMP1-driven NF-kappaB luciferase signal; LMP1-induced NF-kappaB luciferase reporter cells, luminescence; 350,000 compounds, 0.69% hits; inhibition, % at 12.5 µM; in the data active means inhibition above about 41%;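 further: 0% = neutral control wells and 100% = reference inhibitor control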
ABHD5 PLIN5 PPI – blocks binding of human ABHD5 to perilipin-5 | Q00G26+Q8WTS1 | Split G. princeps luciferase complementation, luminescence, 4 h | inhibition, % at 4 µM | 360,000 compounds, 0.78% hits | AID 602281;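 active means inhibition above the mean inhibition across every tested compound plus 3 SD, cut at about 22% in these data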;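 further: 0% = DMSO only wells and the 100% control is not disclosed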
TLR9-MyD88 inh – TLR9-MyD88 interaction inhibition; inhibition, % at 4.98 µM; AID 504734; Q9NR96+Q99836; CHO BLA complementation TLR9-MyD88, CCF4 FRET ratio; 340,000 compounds, 0.21% hits;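 active means inhibition above the mean over all tested compounds plus 3 SD, cut at about 21% in these data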;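 further: 0% = DMSO only wells and 100% = clavulanate BLA inhibitor control wells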
NCOA1 inh – human NCOA1 inhibition; HEK293 GAL4-SRC1 luciferase reporter, luminescence; inhibition, % at 3.6 µM; Q15788; AID 588354; 360,000 compounds, 0.12% hits;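 active means inhibition above the campaign mean plus 3 SD, with each screening campaign given its own cutoff, cut at about 60% in these data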;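 further: 0% = DMSO treated cells and 100% = gossypol at 36 µM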
NOD2-RIPK2 inh – inhibitors of human NOD2-RIPK2 interaction; CHO BLA complementation NOD2-RIPK2, CCF4 ratio; inhibition, % at 4.98 µM; 360,000 compounds, 0.38% hits; AID 624267; in the data active means inhibition above about 21%;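 further: 0% = vehicle only and 100% = reference blocker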
NCOA3 inh – inhibitors of human steroid receptor coactivator 3 (SRC3); Q9Y6Q9; HEK293 GAL4-SRC3 luciferase reporter, luminescence; inhibition, % at 3.6 µM; 360,000 compounds, 0.17% hits; AID 588352;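 active means inhibition above a per-campaign cutoff, the mean of all compounds plus 3 SD, cut at about 60% in these data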;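 further: 0% = DMSO-treated cells and 100% = gossypol-treated cells at 36 µM; higher means less SRC3-driven luciferase light from the GAL4 reporter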
MC4R antagonist – human MC4R antagonism in cAMP assay | MC4R-expressing cells, MTII-stimulated cAMP, LANCE TR-FRET | inhibition, % at 6.5 µM | 360,000 compounds, 0.48% hits;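 active means inhibition above its plate's cutoff, the mean of tested wells on that plate plus 3 SD, cut at about 29% in these data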;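 further: 0% = Melanotan II alone and 100% = Melanotan II plus saturating MCL0020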
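system = U2OS cells with stable human MC4R expression | also added = Melanotan II challenge after compound preincubation | dosing = one concentration, 6.5 µM nominal | incubation = compound 30 min, challenge 1 h, detection 1 h | measured by = TR-FRET with Eu-cAMP and labeled anti-cAMP, 671 nm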
SRC2 inh – human SRC2 (NCOA2) inhibition. HEK293 GAL4-SRC2 luciferase reporter, luminescence. inhibition, % at 9 µM. 370,000 compounds, 0.17% hits;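 active means inhibition above the mean inhibition of all tested compounds plus 3 SD, set per campaign, cut at about 52% in these data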;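 further: 0% = DMSO treated cells and 100% = cells given Gossypol at 36 µM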
COUP-TFII inh – blocks human COUP-TFII nuclear receptor; 370,000 compounds, 0.7% hits; HEK293T NGFI-A luciferase reporter, luminescence; inhibition, % at 8.6 µM;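 active means inhibition above a per-plate cutoff, mean inhibition of test wells between control levels plus 3 SD, cut at about 38% in these data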;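 further: cells cotransfected with COUP-TFII expression vector driving the NGFI-A reporter; 0% = median of COUP-TF2 test wells and 100% = reporter-only cells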
NR5A2 inv ag – inverse agonists of human LRH-1 (NR5A2); 360,000 compounds, 0.13% hits; inhibition, % at 3.6 µM; AID 602396; HEK293T StAR-luciferase reporter, LRH-1 transfected, 24 h;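 active means inhibition above the mean inhibition of all tested compounds plus 3 SD, cut at about 73% in these data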;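 further: 0% = DMSO wells and 100% = reporter-only cells lacking LRH-1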
Target sequence (O00482 whole entry, looked up): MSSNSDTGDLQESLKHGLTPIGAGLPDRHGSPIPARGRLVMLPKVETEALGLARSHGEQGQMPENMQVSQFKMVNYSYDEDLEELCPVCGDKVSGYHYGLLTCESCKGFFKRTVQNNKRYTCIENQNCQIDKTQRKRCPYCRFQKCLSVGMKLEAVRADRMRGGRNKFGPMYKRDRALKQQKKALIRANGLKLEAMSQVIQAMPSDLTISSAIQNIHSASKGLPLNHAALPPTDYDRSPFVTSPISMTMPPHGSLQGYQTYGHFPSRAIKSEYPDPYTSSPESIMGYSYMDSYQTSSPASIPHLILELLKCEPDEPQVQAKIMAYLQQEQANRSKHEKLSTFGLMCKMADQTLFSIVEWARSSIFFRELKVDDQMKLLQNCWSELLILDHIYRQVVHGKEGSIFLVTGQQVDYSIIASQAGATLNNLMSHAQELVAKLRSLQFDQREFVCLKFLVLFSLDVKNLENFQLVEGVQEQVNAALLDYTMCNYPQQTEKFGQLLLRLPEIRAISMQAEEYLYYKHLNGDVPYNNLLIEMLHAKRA
Active calls of the source: *. These rows are one share of the data; rates above refer to the full screens.

SMILES	MC4R barr agon	LMP1 NFkB inh	ABHD5 PLIN5 PPI	TLR9-MyD88 inh	NCOA1 inh	NOD2-RIPK2 inh	NCOA3 inh	MC4R antagonist	SRC2 inh	COUP-TFII inh	NR5A2 inv ag
Nc1nc(SCc2ccc(Br)cc2)[nH]c(=O)c1-c1ccccc1	1.1	2	-5	-4	2	1	4	6	-27	-6	-11
O=C(CN1CCN(c2ccc(O)cc2)CC1)Nc1ccc(-c2ccccc2)cc1	-0.8	-5	12	-2	-58	-2	-3	0	-28	9	13
COc1cc(OC)c(C2SCCCS2)cc1OC	0.5	-4	0	2	9	-1	25	-1	22	3	20
CCOC(=O)c1ccc(N2C(=O)CC(N(C)CCc3ccc(OC)c(OC)c3)C2=O)cc1 (configuration not stated)	-0.8	1	6	1	-7	0	0	7	-18	2	-3
CCC(=O)c1ccc(OCC(O)Cn2nc(C)c(C(C)=O)c2C)cc1 (configuration not stated)	-0.4	4	2	2	5	-12	0	10	9	16	19
CCCCn1c(SCC(=O)Nc2cc(C)on2)nc2ccccc2c1=O	0.1	8	-9	-3	-3	4	-31	27	14	13	-5
CSc1nc(-c2ccccc2F)c(C#N)c(=O)n1C	-1.4	3	-4	-13	-5	-15	15	22	-18	13	0
CSCC[C@H](NC(=O)NCc1ccc(F)cc1)C(=O)O	1.1	0	0	-4	-4	-4	22	5	0	-1	4
CC(C)CN=Cc1c(O)c([N+](=O)[O-])cc2oc3c(c12)CCCC3	2.4	7	13	6	-12	-18	-10	-5	-9	21	23
CN(CC(=O)Nc1cccc(F)c1)C(=O)c1cccnc1Sc1ccccc1Cl	-2.1	-10	0	-3	-12	-10	-8	12	-2	6	-3
O=C(NCc1ccccc1)C1=C[C@H](c2coc3ccccc3c2=O)C[C@H](OCCCCO)O1	-1.4	4	-10	1	16	3	3	2	-1	3	-9
CC(C)(C)c1cc(C(=O)NNC(=O)Nc2ccccc2)n(Cc2ccccc2)n1	1.6	6	-6	5	6	1	15	6	2	8	8
O=C(NCCC(c1ccccc1)c1ccccc1)c1cnc2sccn2c1=O	-0.6	-3	-1	-1	-8	6	16	12	2	10	7
COc1ccccc1C(=O)NNC(=O)CN1C(=O)c2ccccc2C1=O	-0.8	2	-2	1	-3	-5	9	3	12	8	11
Cc1sc2ncnc(SC(C)C(=O)N3c4ccccc4Sc4ccccc43)c2c1C (configuration not stated)	1.7	12	-12	-2	-14	-6	1	8	-5	11	-3
Cn1c(-c2ccc(Cl)cc2)cnc1NCc1cc2c(cc1[N+](=O)[O-])OCO2	-2.8	1	-1	3	10	-3	19	8	-6	15	23
CCCCOC(=O)Nc1nc(CC(=O)OCC)cs1	1.9	1	-6	3	2	-17	-5	-4	-2	-6	-14
CCC1(CC)NC(=O)N(CC(=O)Nc2ccc(C)cc2C)C1=O	-1.8	-1	-5	5	-7	12	12	12	-15	-18	2
Cc1oc(-c2ccccc2)nc1C(=O)OCC(=O)NCc1ccc(F)cc1	1.9	4	-4	-13	2	-11	3	14	-13	-6	10
O=S(=O)(NC1=NCCCCC1)c1ccc(F)cc1F	-2.6	-3	-1	-1	-4	5	-6	3	11	-7	-5
C[C@@H](C(=O)Nc1ccc2c(c1)OCCO2)n1nnc2ccccc2c1=O	-1.1	-46	1	7	-78	6	-73	5	-45	-49	-99
Cc1cccc(NC(=S)NC(C)CCc2ccccc2)c1 (configuration not stated)	21*	9	-9	9	3	7	16	0	14	22	22
CCOc1cc(N2CCOCC2)c(OCC)cc1NC(C)C(=O)N1CCC(C)CC1 (configuration not stated)	2.1	0	2	1	-29	-3	10	-11	-5	-10	-1
Nc1ccc2c(c1)Cc1cc(N)c(Br)cc1-2	-0.6	-24	3	-3	-94	-2	-68	-24	-18	-12	-91
O=C(Nc1ccccc1Cl)c1cc(S(=O)(=O)N2CCOCC2)cs1	1.8	8	6	-2	19	-3	-9	18	-18	14	11
CCOc1ccc(/C(O)=C2/C(=O)C(=O)N(CC3CCCO3)C2c2ccc(C)o2)cc1 (configuration not stated)	-1.7	2	3	4	-4	0	16	-4	1	7	0
COc1ccc(NS(=O)(=O)c2ccc(NS(C)(=O)=O)cc2)cc1	0.2	3	-11	-3	16	-9	1	19	12	-5	0
CNC(=O)C1CN(C(=O)c2nn(Cc3ccccc3)c(=O)c3ccccc23)c2ccccc2O1 (configuration not stated)	-1.3	0	2	-1	-6	-1	-13	5	2	19	11
OCCOCCn1c(C(CO)Nc2nc(-c3ccc(Cl)cc3)cs2)nc2ccccc21 (configuration not stated)	0.0	7	15	-3	-17	4	-8	9	-2	10	-15
COCCNC(=O)c1ccccc1-c1nc(-c2ccccc2Cl)no1	-0.6	-17	3	2	-4	-6	-23	1	-8	-17	6
CCn1c(SCC(=O)N(C)CCC#N)nc2cc(S(=O)(=O)N3CCOCC3)ccc21	0.0	-1	23*	-3	5	-18	-9	10	-8	6	-4
Fc1ccc(-c2csc(Nc3ccccn3)n2)cc1	3.8	-64	-13	1	-111	-1	-127	4	-39	-24	-129
Cc1ccc(CS/C(Nc2ccccc2C)=C(\C#N)C(N)=O)c(C)c1	6.3	-17	-8	5	5	1	17	4	-7	15	4
Cc1ccc(N2CC(C(=O)OCc3ccc([N+](=O)[O-])cc3)CC2=O)cc1 (configuration not stated)	-1.8	4	7	-5	8	-5	4	11	-11	-3	8
O=C(CCC(=O)c1cccs1)OCC(=O)c1ccccc1F	-3.5	2	-1	2	-12	-3	9	7	5	-8	3
O=C(NS(=O)(=O)Oc1ccc(F)cc1F)OC[C@@H]1CCCN2CCCCC12 (some centres not stated)	0.5	-7	6	0	18	8	-7	4	-1	15	-9
CCOC(=O)/C(=C\c1ccc(Cl)cc1)c1nc2sc(C)c(C)c2c(=O)[nH]1	-2.7	6	46*	7	3	6	25	16	6	11	-5
CCC1CCCCN1C(=O)Cn1c(C(=O)OC)cc2ccsc21 (configuration not stated)	-0.9	-1	-5	6	-5	0	16	9	-15	13	24
CCN(C(=O)CSc1nc2nc(C)cc(C)n2n1)c1ccccc1	-1.9	-9	3	-8	8	-5	11	-1	-25	-3	-16
Cc1nn(CC(=O)NC2CCS(=O)(=O)C2)c(C)c1[N+](=O)[O-] (configuration not stated)	1.7	-1	-6	-11	2	10	0	7	-6	7	10
CN(C)c1ccc(C=C2C=C(c3ccccc3)OC2=O)cc1	-0.4	-6	0	-10	-18	-6	-14	4	9	-21	-35
Cc1ccc(CNC(=O)Cn2ccc(NC(=O)OCc3ccccc3)nc2=O)o1	-0.8	13	-4	-5	-1	-1	0	9	-28	4	6
CNC(=S)Nc1ccc(OCc2ccccc2)cc1	-2.0	-9	-5	0	-40	3	-21	-1	-28	-9	-16
O=C(N/N=C1/CC2CCC1C2)c1cc2ccccc2cc1O (configuration not stated)	-3.9	-3	-9	-4	-30	-1	-10	1	-15	9	-4
O=C(Cn1ncc2c([nH]c3ccccc32)c1=O)N1CCCCC1	-0.9	1	0	-9	2	3	5	4	3	-2	2
CCCCn1c2ccccc2c2nnc(SCCN3CCCCC3)nc21	-0.9	-17	-3	-17	2	2	-5	-4	-28	-5	8
O=C(O)c1cccc(NC(=S)NC(NC(=O)c2ccco2)C(Cl)(Cl)Cl)c1 (configuration not stated)	1.6	-3	9	-1	17	-10	13	-3	-10	-14	-2
CCOC(=O)C1Nc2ccc(C(F)(F)F)cc2C2c3ccccc3CC12 (configuration not stated)	-0.5	5	10	-7	-8	-2	6	6	5	-6	-10
CCOc1ccccc1Oc1cn[nH]c1-c1ccc(OC)cc1O	0.5	-1	-6	4	-4	-11	7	2	2	-4	5
CN(CC(=O)Nc1ccc(C(N)=O)cc1)S(=O)(=O)c1ccc2c(c1)OCCO2	0.8	4	-10	-1	-6	-8	-5	-8	-10	-17	-11
Cc1ccc(CCNC(=O)CCS(=O)(=O)c2ccc3c(c2)oc(=O)n3C)cc1	-0.9	-12	2	1	-19	10	4	-3	-33	20	11
Cc1ccc(-c2nc3c(c(=O)[nH]c(=O)n3CC(C)C)n2CC(C)C)cc1[N+](=O)[O-]	1.6	-4	-4	7	-2	-1	0	4	-10	-21	4
Cc1ccccc1C(=O)NC1CC2CCCC(C1)N2Cc1ccccc1Cl (configuration not stated)	-1.5	-6	3	7	-6	0	-1	-9	6	5	6
O=C(O)c1ccccc1-n1cnnn1	-1.3	4	-3	-9	-12	-7	11	2	6	14	4

Among those listed so far, these contain a Cl atom.
SMILES	MC4R barr agon	LMP1 NFkB inh	ABHD5 PLIN5 PPI	TLR9-MyD88 inh	NCOA1 inh	NOD2-RIPK2 inh	NCOA3 inh	MC4R antagonist	SRC2 inh	COUP-TFII inh	NR5A2 inv ag
CN(CC(=O)Nc1cccc(F)c1)C(=O)c1cccnc1Sc1ccccc1Cl	-2.1	-10	0	-3	-12	-10	-8	12	-2	6	-3
Cn1c(-c2ccc(Cl)cc2)cnc1NCc1cc2c(cc1[N+](=O)[O-])OCO2	-2.8	1	-1	3	10	-3	19	8	-6	15	23
O=C(Nc1ccccc1Cl)c1cc(S(=O)(=O)N2CCOCC2)cs1	1.8	8	6	-2	19	-3	-9	18	-18	14	11
OCCOCCn1c(C(CO)Nc2nc(-c3ccc(Cl)cc3)cs2)nc2ccccc21 (configuration not stated)	0.0	7	15	-3	-17	4	-8	9	-2	10	-15
COCCNC(=O)c1ccccc1-c1nc(-c2ccccc2Cl)no1	-0.6	-17	3	2	-4	-6	-23	1	-8	-17	6
CCOC(=O)/C(=C\c1ccc(Cl)cc1)c1nc2sc(C)c(C)c2c(=O)[nH]1	-2.7	6	46*	7	3	6	25	16	6	11	-5
O=C(O)c1cccc(NC(=S)NC(NC(=O)c2ccco2)C(Cl)(Cl)Cl)c1 (configuration not stated)	1.6	-3	9	-1	17	-10	13	-3	-10	-14	-2
Cc1ccccc1C(=O)NC1CC2CCCC(C1)N2Cc1ccccc1Cl (configuration not stated)	-1.5	-6	3	7	-6	0	-1	-9	6	5	6
